Screens as filed in PubChem.
hcGAS inh = inhibitors of human cGAS | Q8N884 | recombinant h-cGAS, ATP depletion, Kinase-Glo luminescence | inhibition, % at 12.5 µM | 0.081% of 290,000 active | AID 1259398;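 further: 0% = vehicle reaction and 100% = reaction without DNA for no activity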
Target sequence (Q8N884 whole entry, looked up): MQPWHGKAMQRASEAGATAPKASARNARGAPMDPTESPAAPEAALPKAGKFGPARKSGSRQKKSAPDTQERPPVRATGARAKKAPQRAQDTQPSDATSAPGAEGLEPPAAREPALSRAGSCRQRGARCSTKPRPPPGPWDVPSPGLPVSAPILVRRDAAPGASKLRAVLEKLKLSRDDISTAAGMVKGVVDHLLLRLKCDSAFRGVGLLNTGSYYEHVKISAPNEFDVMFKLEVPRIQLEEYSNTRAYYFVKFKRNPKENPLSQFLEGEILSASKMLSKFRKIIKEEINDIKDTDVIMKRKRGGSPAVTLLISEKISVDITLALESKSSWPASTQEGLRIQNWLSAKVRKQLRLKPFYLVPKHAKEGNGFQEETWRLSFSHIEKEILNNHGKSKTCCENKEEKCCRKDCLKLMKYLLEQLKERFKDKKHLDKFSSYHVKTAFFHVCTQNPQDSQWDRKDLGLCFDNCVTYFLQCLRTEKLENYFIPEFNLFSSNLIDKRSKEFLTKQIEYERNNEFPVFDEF
mcGAS lum = mouse cGAS inhibition by luminescence; inhibition, % at 12.5 µM; recombinant cGAS, Kinase-Glo ATP depletion luminescence; 0.15% of 160,000 active; Q8C6L5;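 further: 0% = negative control wells and 100% = reference inhibitor with no enzyme activity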
NPYLR7 ag = mosquito NPYLR7 agonism; HEK293T NPYLR7/Galpha15, GCaMP6s calcium fluorescence; activation, % at 10 µM; AID 1259423; 0.15% of 270,000 active; in the data active means activation above about 40%;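 further: 0% = vehicle and 100% = reference agonist at the receptor; some compounds past the cut are filed as inactive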
* = called active by the depositor; & = joins results of further samples. Unless noted, no stated cut-off is given here; in the data, active means inhibition above about 40%; inactive means the rest. An unsorted share of the library (roughly 0.26% active in at least one column).

O=C(NC1CC1)C(C1CCCC1)N1CCN(C(=O)CCc2ccccc2)CC1 (stereo not given) was read as hcGAS inh 1, mcGAS lum -2 and NPYLR7 ag -8.
Screening COCCNC(=O)CSc1nc2c([nH]c3ccccc32)c(=O)n1-c1ccccc1F returned hcGAS inh 2, mcGAS lum -8 and NPYLR7 ag 1.
Cc1ccc(N2C(N)=NC(N)=NC2(C)C)c(C)c1 was read as hcGAS inh -7, mcGAS lum -5 and NPYLR7 ag 14.
COc1cc(C)ccc1OCCN1CC[C@]2(OC)CC[C@H](OC)C[C@H]12 was read as hcGAS inh 11 and mcGAS lum 3.
CCOC(=O)c1cnc(NCCN2CCOCC2)[nH]c1=O was read as hcGAS inh -9 and NPYLR7 ag 1.
`CNS(=O)(=O)c1cc(C(=O)Nc2ccc(N3CCCC3)nc2)ccc1OC` gave hcGAS inh 5 and NPYLR7 ag -13.
Screening O=C(Cn1nc(-c2ccccc2)c2sc(N3CCOCC3)nc2c1=O)Nc1ccccc1F returned hcGAS inh -5, mcGAS lum -6 and NPYLR7 ag -2.
Cc1cc(C(=O)Cn2cc([N+](=O)[O-])ccc2=O)c(C)n1CCC1=CCCCC1 was read as hcGAS inh -3 and NPYLR7 ag 21.
`CCOC(=O)C1(Cc2ccccc2C)CCCN(Cc2cn(CC)nc2C)C1` (stereo not given) gave hcGAS inh -8, mcGAS lum -4 and NPYLR7 ag -6.
O=C(CC1COCCN1)NCc1cn2ccsc2n1 (stereo not given) was read as hcGAS inh -1 and NPYLR7 ag -5.
COCCNC(=O)c1cccc(CSc2nc(C(C)C)cc(N(C)Cc3ccccc3)n2)c1 was read as hcGAS inh 1, mcGAS lum -3 and NPYLR7 ag 0.
For Cc1cc(C)cc(-c2nc(-c3ccncc3)no2)c1 the results were hcGAS inh -9 and NPYLR7 ag 1.
CCOCCn1cc(C2CCN(S(=O)(=O)c3cc(C)c(Cl)cc3Cl)CC2)c2ccccc21 was read as hcGAS inh -5, mcGAS lum -9 and NPYLR7 ag 22.
Cc1cn2c(/C=C/C(=O)N3CCC(C(N)=O)C3)c(C)nc2s1 (stereo not given) was read as hcGAS inh -9, mcGAS lum -8 and NPYLR7 ag 1.
`CCn1c(-c2cc(Cl)c3c(c2)OCO3)nc2ccccc21` gave hcGAS inh -7 and NPYLR7 ag 1.
`COCCN1CCN(C(=O)CC2C(=O)NCCN2Cc2ccoc2)CC1` (stereo not given) gave hcGAS inh -10 and NPYLR7 ag 1.
Screening COc1ccc(-c2c(-c3ccc(OCCN4CCOCC4)cc3O)n[nH]c2C)cc1 returned hcGAS inh -4, mcGAS lum -9 and NPYLR7 ag 1.
Screening Cc1ccc2c(c1)C(=O)CC1(CCN(CC(=O)Nc3cc(C)nn3C)CC1)O2 returned hcGAS inh -5 and NPYLR7 ag -6.
Screening Cc1cc(NC(=O)c2cccc(Cl)c2)n(-c2nc3c(c(=O)[nH]2)CCC3)n1 returned hcGAS inh -4, mcGAS lum -6 and NPYLR7 ag 1.
O=C(CCCn1nnnc1CN1CCOCC1)NCC[C@@H]1C[C@@H]2C=C[C@H]1C2 was read as hcGAS inh -4, mcGAS lum -4 and NPYLR7 ag -4.
`O=C(NC1=NCCS1)c1sc2cc(F)ccc2c1Cl` gave hcGAS inh -9 and NPYLR7 ag -19.
Screening Cn1ncc2c(NCCC(c3ccccc3)c3ccccc3)ncnc21 returned hcGAS inh -9, mcGAS lum -8 and NPYLR7 ag 1.
Screening COCCN(Cc1csc(COc2ccc(Cl)cc2)n1)C(=O)C1CCCC1 returned hcGAS inh -6, mcGAS lum -4 and NPYLR7 ag 9.
CCC(c1ccccn1)N(C)Cc1ncccc1C(=O)O (stereo not given) was read as hcGAS inh -5 and NPYLR7 ag 18.
Screening Cc1cc(C(=O)N(CCCN2CCOCC2)c2nc3c(F)cc(F)cc3s2)no1 returned hcGAS inh -8, mcGAS lum -6 and NPYLR7 ag 5.
`C/C(=C/C(=O)NC1CCN(c2cc(C)ncn2)CC1)CCc1ccccc1` gave hcGAS inh -15, mcGAS lum -17 and NPYLR7 ag 1.
COc1ccccc1-c1cnn2c(C)c(C(=O)NCc3ccccc3Cl)cnc12 was read as hcGAS inh -1, mcGAS lum -5 and NPYLR7 ag 17.
For CC(=O)N1CCC(C(=O)N[C@@H]2COCC[C@@H]2OCC=C(C)C)CC1 the results were hcGAS inh -12 and mcGAS lum -5.
`CCOCCn1cc(C2CCN(C(=O)Cc3ccc(OC)cc3)CC2)c2ccccc21` gave hcGAS inh -3, mcGAS lum 0 and NPYLR7 ag -5.
`CCc1nnc(N=Cc2nc(-c3cccc(OC)c3)oc2O)s1` gave hcGAS inh -2 and NPYLR7 ag 6.
`CN1CCCCCCN(S(C)(=O)=O)[C@H]2CCC[C@H]2C1=O` gave hcGAS inh -11 and mcGAS lum -6.
For N#Cc1cc(Cl)ccc1NCC1(O)CCC1 the results were hcGAS inh -10, mcGAS lum -15 and NPYLR7 ag 3.
For C=CCN1CCc2c(cc(O)c(O)c2Br)[C@@H](c2ccccc2)C1 the results were hcGAS inh -4, mcGAS lum -5 and NPYLR7 ag 7.
`COc1cccc(-n2c(-c3ccc(Cl)cc3)cc(C(=O)NCCCN3CCOCC3)c2C)c1` gave hcGAS inh -7, mcGAS lum -6 and NPYLR7 ag 11.
Cc1ncoc1C(=O)N1CCCC(C(=O)Nc2ccc(-c3cscn3)cc2)C1 (stereo not given) was read as hcGAS inh -7 and NPYLR7 ag 8.
`Cc1nc(NC(=O)C(C)OC(=O)C2CCN(C(=O)C3CC3)CC2)sc1C` (stereo not given) gave hcGAS inh -5 and NPYLR7 ag 9.
CCc1ccc(S(=O)(=O)Nc2cc(N3CCCS3(=O)=O)ccc2OC)cc1 was read as hcGAS inh -9 and NPYLR7 ag -3.
CC(C)N(Cc1ccc(C#N)cc1)Cn1nc(C(C)(C)C)ccc1=O was read as hcGAS inh -3 and NPYLR7 ag 5.
For O=S(=O)(Nc1ccc(Oc2ncccn2)cc1)c1ccccc1Br the results were hcGAS inh -7, mcGAS lum -14 and NPYLR7 ag 9.
Screening CN1CCN(c2ncc3c(=O)n(CC4CCCO4)ccc3n2)CC1 (stereo not given) returned hcGAS inh 2 and NPYLR7 ag 5.
Screening O=C(Nc1cccc(-c2cscn2)c1)c1ccc2nccnc2c1 returned hcGAS inh -6 and NPYLR7 ag 12.
O=C(N[C@@H]1CCCCC1NC(=O)C1CCCN(C(=O)C(Cl)c2ccccc2)C1)c1ccc(F)cc1 (stereo not given in full) was read as hcGAS inh -4 and mcGAS lum -8.
`O=C(NCC1CCC1)C(=O)Nc1cccc(CN2CCOC2=O)c1` gave hcGAS inh -2 and NPYLR7 ag 7.
CN1[C@H]2CC[C@@H]1CN(C(=O)c1cc(F)c(F)cc1Cl)CC2 was read as hcGAS inh -1 and NPYLR7 ag -1.
Screening CCNC(=O)c1cc(Cl)ccc1NS(=O)(=O)c1cn[nH]c1 returned hcGAS inh 8 and NPYLR7 ag 3.

Continued (two carried over from the part before).
CN1[C@H]2CC[C@@H]1CN(C(=O)c1cc(F)c(F)cc1Cl)CC2 was read as hcGAS inh -1 and NPYLR7 ag -1.
Screening CCNC(=O)c1cc(Cl)ccc1NS(=O)(=O)c1cn[nH]c1 returned hcGAS inh 8 and NPYLR7 ag 3.
For Cc1ccc(NC(=O)C(=O)NCCN2CCN(S(=O)(=O)c3ccc(F)cc3)CC2)cc1Cl the results were hcGAS inh -5, mcGAS lum -3 and NPYLR7 ag -8.
COc1ccc(C2CC(C(F)(F)F)n3ncc(C(=O)NCc4cccs4)c3N2)cc1OC (stereo not given) was read as hcGAS inh -7, mcGAS lum -7 and NPYLR7 ag -2.
O=C1Nc2ccccc2C12NN=C(Cc1nc3ccccc3s1)O2 (stereo not given) was read as hcGAS inh 5 and NPYLR7 ag -4.
Screening O=C(OCCN1C(=O)c2cccc3c(N4CCOCC4)ccc(c23)C1=O)c1cccs1 returned hcGAS inh 0, mcGAS lum -1 and NPYLR7 ag -9.
`COc1ncccc1-c1ccc(OCC(N)=O)c(C)c1` gave hcGAS inh -8 and NPYLR7 ag 23.
For CC(C)c1ccc(-n2c(CCC(=O)NCCN3CCOCC3)cc3c2-c2ccccc2OC3)cc1 the results were hcGAS inh 0, mcGAS lum -6 and NPYLR7 ag -1.
Screening Cc1cccc(Cn2cnc3c(cnn3CCNC(=O)c3ccco3)c2=O)c1 returned hcGAS inh -4, mcGAS lum -8 and NPYLR7 ag -6.
For CCOC(=O)c1c(NC(=O)c2nn(C)cc2[N+](=O)[O-])sc2c1CCCC2 the results were hcGAS inh -7, mcGAS lum -4 and NPYLR7 ag 0.
`O=C(CSc1nnc(CNC(=O)c2ccco2)n1-c1cccc(C(F)(F)F)c1)Nc1nccs1` gave hcGAS inh -5 and NPYLR7 ag -9.
COc1cc(C)ccc1OCc1cccc(C(N)=O)c1 was read as hcGAS inh -15 and NPYLR7 ag 1.
CCOCC(=O)N1CCc2[nH]nc(C(=O)NCC3CCCCC3)c2C1 was read as hcGAS inh -1 and mcGAS lum 1.
Screening Cc1noc(C)c1CC(=O)NC1CC(=O)N(CC2CCCCC2)C1 (stereo not given) returned hcGAS inh -2 and NPYLR7 ag 4.
For CCCn1c(CCNC(=O)c2cccs2)nc2ccccc21 the results were hcGAS inh 5, mcGAS lum -7 and NPYLR7 ag 7.
O=S(=O)(Nc1ccc(F)c(F)c1)c1cc(Cl)ccc1Cl was read as hcGAS inh -1, mcGAS lum -3 and NPYLR7 ag 5.
Screening O=C(CN1CCCCC1CCN1CCOCC1)N1CCc2ccccc21 (stereo not given) returned hcGAS inh -4, mcGAS lum -15 and NPYLR7 ag 0.

Fetched one by one from above:
For CC(=O)N1CCC(C(=O)N[C@@H]2COCC[C@@H]2OCC=C(C)C)CC1 the results were hcGAS inh -12 and mcGAS lum -5.
For CC(C)c1ccc(-n2c(CCC(=O)NCCN3CCOCC3)cc3c2-c2ccccc2OC3)cc1 the results were hcGAS inh 0, mcGAS lum -6 and NPYLR7 ag -1.
Screening Cc1cc(NC(=O)c2cccc(Cl)c2)n(-c2nc3c(c(=O)[nH]2)CCC3)n1 returned hcGAS inh -4, mcGAS lum -6 and NPYLR7 ag 1.
Screening Cc1noc(C)c1CC(=O)NC1CC(=O)N(CC2CCCCC2)C1 (stereo not given) returned hcGAS inh -2 and NPYLR7 ag 4.

Two successive compounds already listed, for reference:
O=S(=O)(Nc1ccc(F)c(F)c1)c1cc(Cl)ccc1Cl was read as hcGAS inh -1, mcGAS lum -3 and NPYLR7 ag 5.
Screening O=C(CN1CCCCC1CCN1CCOCC1)N1CCc2ccccc21 (stereo not given) returned hcGAS inh -4, mcGAS lum -15 and NPYLR7 ag 0.

Next part.
`CCC(CC)NC(=O)C1(CCO)CC12CCOCC2` (stereo not given) gave hcGAS inh -11 and mcGAS lum -5.
Screening CCOC(=O)c1ccc(COc2nc3ccccc3nc2-c2ccccc2NC(C)=O)o1 returned hcGAS inh -3, mcGAS lum -8 and NPYLR7 ag -3.
Screening COc1c(F)cccc1C(=O)N1CCC(c2ccccc2C(=O)O)C1 (stereo not given) returned hcGAS inh -6 and NPYLR7 ag -7.
O=C1/C(=C/c2cccnc2)SC(=S)N1c1cccc(F)c1 was read as hcGAS inh -6, mcGAS lum -6 and NPYLR7 ag -1.
Screening CC(=O)Nc1ccc(C(=O)N=Nc2c(O)[nH]c3ccccc23)cc1 returned hcGAS inh -5 and NPYLR7 ag -3.
Screening Cn1cnnc1CN1CCN(C(=O)C2(CO)CC2)CC(O)C1 (stereo not given) returned hcGAS inh -10 and mcGAS lum -7.
Screening CC(NC(=O)NC1CCC(c2ccccc2)CC1)c1ccccn1 (stereo not given) returned hcGAS inh -3 and NPYLR7 ag 1.
`C=CCOCC(O)CN(Cc1ccsc1)C1CC1` (stereo not given) gave hcGAS inh -10, mcGAS lum -5 and NPYLR7 ag 41.
`C=CCNC(=O)C(NC(=O)c1cccc(OC)c1)C1CCN(C(=O)CCc2ccccc2)CC1` (stereo not given) gave hcGAS inh -2, mcGAS lum -4 and NPYLR7 ag 4.
For O=C(CSc1nc2c(-c3ccccc3)c[nH]c2c(=O)n1C1CC1)NCc1ccccc1 the results were hcGAS inh -5, mcGAS lum -12 and NPYLR7 ag 2.
Screening c1ccc2c(c1)nc(NC1CCCCC1)c1nncn12 returned hcGAS inh 1, mcGAS lum 1 and NPYLR7 ag 3.
For C[C@H](C(=O)NCc1ccccc1)N1Cc2ccc(-c3ccc(C#N)cc3)nc2C1=O the results were hcGAS inh 3, mcGAS lum -2 and NPYLR7 ag -3.
For Cc1ccccc1CS(=O)(=O)c1ncc(CNC2CC2)n1Cc1ccccc1 the results were hcGAS inh -8 and NPYLR7 ag 21.
Cc1noc(CCNC(=O)/C=C/c2cc(C)c(C)cc2C)n1 was read as hcGAS inh 3, mcGAS lum 1 and NPYLR7 ag 0.
For NN1C=Nc2ccc(Cl)cc2C1(O)c1ccccc1 (stereo not given) the results were hcGAS inh -5 and NPYLR7 ag -6.
For COCC(NC(=O)NC(C)c1cc(C)oc1C)c1ccc(C)o1 (stereo not given) the results were hcGAS inh -10 and NPYLR7 ag 9.
For C=C(C)CN(CC)Cc1cnc(S(C)(=O)=O)n1CC(C)C the results were hcGAS inh -8 and NPYLR7 ag 3.
For CCN(Cc1nc2cc(Cl)ccc2c(=O)[nH]1)C(=O)c1cc(Cl)c2c(c1)OCO2 the results were hcGAS inh -11 and NPYLR7 ag 3.
`CCC(CC)NC(=O)CSc1nnc(C2CCS(=O)(=O)C2)n1C` (stereo not given) gave hcGAS inh -5 and NPYLR7 ag 1.
For CCOC(=O)C1(CCCc2ccccc2)CCN(C(=O)c2ccc(OC)o2)CC1 the results were hcGAS inh -6&2, mcGAS lum 1 and NPYLR7 ag 16&-4.
For CCOc1c(Cl)cc(C(=O)Nc2ccccc2N2CCCC2=O)cc1OC the results were hcGAS inh -3 and NPYLR7 ag 3.
